GALR2 antag: GALR2 antagonists in receptor-expressing cells, primary screen; Galanin receptor type 2 (Homo sapiens), O43603; antagonist mode; inhibition, % at 4 µM; 140,000 compounds, 0.39% hits; in the data active = inhibition above about 27%;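 also: cells stimulated with galanin 1-16 at roughly its EC80; 0% = agonist challenge control and 100% = basal control without agonist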
Target sequence (O43603 whole entry, looked up): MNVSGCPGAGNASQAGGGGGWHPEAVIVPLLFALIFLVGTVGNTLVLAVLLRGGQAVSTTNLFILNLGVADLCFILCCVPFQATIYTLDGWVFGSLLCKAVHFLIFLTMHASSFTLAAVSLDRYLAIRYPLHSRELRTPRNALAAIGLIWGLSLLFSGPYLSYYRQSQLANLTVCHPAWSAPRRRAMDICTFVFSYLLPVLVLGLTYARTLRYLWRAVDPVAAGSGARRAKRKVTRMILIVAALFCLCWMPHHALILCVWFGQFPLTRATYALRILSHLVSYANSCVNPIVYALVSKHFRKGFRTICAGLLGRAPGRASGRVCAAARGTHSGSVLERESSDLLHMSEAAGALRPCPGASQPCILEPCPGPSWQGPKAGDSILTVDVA
bCat KO growth: primary screen for growth suppressors in beta-catenin knockout HCT116 cells (colon tumor, human); HCT116 beta-catenin knockout viability, CellTiter-Glo, 60 h; hits give low values; viability, % at 10 µM; 140,000 compounds, 1.5% hits; AID 818, 2007;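 active = viability at or under a set limit, the compound median less 4 SD, cut at about 6% in these data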;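 also: 0% = Hyamine 1622 control at 20 µM and 100% = untreated cell control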
NPY Y2 blocker: NPY-Y2 receptor antagonists, primary screen, cell-based | Neuropeptide Y receptor type 2 (Homo sapiens), P49146 | NPY-Y2 expressing cells, antagonist mode | inhibition, % at 2.7 µM | 140,000 compounds, 0.99% hits | AID 793, 2007; in the data active = inhibition above about 17%;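 also: 0% = vehicle with agonist challenge and 100% = reference antagonist with challenge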
Target sequence (P49146 whole entry, looked up): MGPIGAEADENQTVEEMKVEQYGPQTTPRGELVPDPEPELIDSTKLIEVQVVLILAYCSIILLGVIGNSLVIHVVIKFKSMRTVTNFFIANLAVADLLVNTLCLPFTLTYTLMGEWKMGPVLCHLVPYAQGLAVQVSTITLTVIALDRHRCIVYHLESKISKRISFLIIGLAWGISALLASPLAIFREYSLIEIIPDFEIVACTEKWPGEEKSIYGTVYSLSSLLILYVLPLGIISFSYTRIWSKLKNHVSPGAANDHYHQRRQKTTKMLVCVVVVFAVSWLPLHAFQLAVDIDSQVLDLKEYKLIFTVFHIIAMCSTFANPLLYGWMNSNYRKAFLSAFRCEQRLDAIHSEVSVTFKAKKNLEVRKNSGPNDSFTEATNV
Yeast life ext: compounds extending yeast replicative lifespan, primary screen, S. cerevisiae, OD615; S. cerevisiae growth with nicotinamide; deaD strain in restrictive glucose medium; inhibition of the nicotinamide effect, % at 10 µM; 130,000 compounds, 0.68% hits;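 active = inhibition above a set limit, placed 3 SD over the median of all compounds, cut at about 26% in these data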;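 also: 0% = nicotinamide-treated wells and 100% = cells grown without nicotinamide; some compounds called inactive have numbers as strong as hits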
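Assay system: engineered S. cerevisiae DeaD replicative-lifespan strain, galactose-grown log-phase cells; Buffer or medium: CSMM-D glucose medium, restrictive; Probe or stimulus: nicotinamide 1.5 mM; Compound: single dose 10 µM compound, 0.25% DMSO; Schedule: 4 h preincubation then 48 h treatment at 30 °C; Technique: OD615 measurement.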
HCT116 PTEN-null: growth suppression of PTEN-null HCT116, primary screen, cell-based, CellTiter-Glo | HCT116 PTEN-null viability, 60 h; hits give low values | viability, % at 10 µM | 140,000 compounds, 1.2% hits;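 active = viability at or below a set limit, 4 SD under the median of all tested compounds, cut at about 3.7% in these data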;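 also: PTEN knockout HCT116 line with beta catenin targeted HCT116 as companion control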
Phagocytosis inh: inhibitors of macrophage phagocytosis, primary screen, imaging, J774A.1 cells, IgG beads; 110,000 compounds, 0.07% hits; inhibition, % at 5 µM; J774A.1 macrophage IgG-bead phagocytosis;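 active = inhibition above the mean of the plate negative controls plus 5 SD, cut at about 13% in these data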;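 also: phagocytic index as fraction of beads internalized from green versus red external bead signal; plate controls were DMSO negative control for no effect and cytochalasin-D positive control for full effect; some results beyond the cut were filed as inactive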
Measles CPE: compounds protecting cells from measles virus cytopathic effect, primary screen, measles RdRp inhibitor project, single point, MLSMR library, absorbance. Measles virus-infected cells, CPE protection. protection (pct of control), % at 4 µM. 140,000 compounds, 1.5% hits. AID 841, 2007; in the data active = protection mostly above about 24%, no sharp cut-off; inactive = mostly below about 26%; also: some compounds called inactive have numbers as strong as hits
MRP-1 activ: H69AR viability gain despite doxorubicin, primary screen, MRP-1 activator project, H69AR cells, CellTiter-Glo. viability rescue. viability increase, % at 10 µM. 140,000 compounds, 0.61% hits. AID 799, 2007;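 active = viability gain under doxorubicin at or above a set limit, the compound median plus 3 SD, cut at about 4.7% in these data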;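 also: MRP-1 overexpressing cells given doxorubicin 25 µM after compound pretreatment; 18-22 h compound pretreatment then 72 h with doxorubicin before readout; 0% = doxorubicin-only wells and 100% = vehicle-treated cells without doxorubicin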
BB579 growth dn: growth inhibitors of yeast BB579 in restrictive medium, primary screen, yeast lifespan-shortening project, S. cerevisiae; inhibition, % at 10 µM; 140,000 compounds, 0.51% hits; AID 804, 2007; OD615, 48 h;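 active = inhibition above a set limit, 3 SD over the mean compound inhibition, cut at about 44% in these data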; also: inactives centre near -24
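Material: Saccharomyces cerevisiae DeaD strain BB579, replicative lifespan model yeast; buffer or medium: CSMM-D restrictive synthetic medium containing dextrose (glucose); compound: 10 µM single dose, DMSO 0.25%; timing: 48 h compound exposure at 30 °C after 4 h preincubation; signal: turbidity as optical density at 615 nm; benchmarks: positive control amphotericin B 10 µg/mL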
E-sel TNF inh: E-selectin induction blockers in HUVEC – imaging, immunofluorescence, high content, primary screen; inhibition, % at 2 µM; HUVEC TNFa-induced E-selectin immunofluorescence; 120,000 compounds, 0.71% hits;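 active = inhibition above the batch mean plus 3 SD, and confirmed as a hit on visual image review, cut at about 43% in these data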;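 also: 0% = TNF-stimulated DMSO wells and 100% = unstimulated control wells; not every result past the cut was called active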
Starred values were filed as active, the others as inactive; nt = no result given. Rows are unselected; overall some 6.4% were active at least once.

mol	GALR2 antag	bCat KO growth	NPY Y2 blocker	Yeast life ext	HCT116 PTEN-null	Phagocytosis inh	Measles CPE	MRP-1 activ	BB579 growth dn	E-sel TNF inh
CC(C)n1c(CCCO)nc2ccccc21	10	99	-2	nt	103	0	1	-1.1	-15	-28
O=c1cc(CSc2ccc(Cl)cc2)nc(N2CCOCC2)[nH]1	9	87	1	-8	91	0	16	-2.7	12	nt
Cc1ccc(N2C(=O)C3Sc4[nH]c(=O)sc4C(c4ccccc4)C3C2=O)cc1 (stereo unspecified)	-16	93	2	20	92	nt	4	-3.7	-23	-34
CCOc1ccc(NC(=O)C2=C(C)C(=O)OC23CCC(C)CC3)cc1 (stereo unspecified)	-5	87	0	-13	92	0	7	-0.6	-46	nt
c1ccc2c(c1)ncn2Cc1nnc2sc(-c3ccc4c(c3)OCO4)nn12	5	77	4	-4	79	0	31	-3.7	-9	-13
C(=C\c1ccco1)/C=N/n1cnnc1	16	90	0	-2	94	0	11	-2.1	-30	nt
COc1ccc(OC(=O)c2cccc(S(=O)(=O)N3CCCC3)c2)cc1	-6	96	4	-15	89	-2	6	-1.3	-22	-26
Cc1ccc(-c2nn(-c3ccccc3)cc2NC(=O)c2ccccc2)cc1	4	84	9	-3	86	-3	12	0.0	-16	-8
CCOc1ccc(NC(=O)N(CCC(C)C)C2CCN(C(C)=O)CC2)cc1	-8	106	3	11	100	0	16	1.3	3	0
O=C(CSc1nnc(-c2ccc(Br)cc2)n1C1CCCCC1)N1CCCC1	-8	71	3	-5	73	nt	8	-4.5	-43	-22
CC(C)(C)c1ccc(/C=C2\Oc3cc(OC(=O)N4CCOCC4)ccc3C2=O)cc1	9	103	2	1	101	nt	10	-1.4	-14	nt
COc1ccc(C(=O)CSc2nc(SC)ns2)cc1OC	-16	89	2	-9	93	0	14	-0.9	-20	-42

Only GALR2 antag and E-sel TNF inh, for some of the entries so far:
molecule | GALR2 antag | E-sel TNF inh
O=c1cc(CSc2ccc(Cl)cc2)nc(N2CCOCC2)[nH]1 | 9 | nt
Cc1ccc(-c2nn(-c3ccccc3)cc2NC(=O)c2ccccc2)cc1 | 4 | -8

Continued:
mol	GALR2 antag	bCat KO growth	NPY Y2 blocker	Yeast life ext	HCT116 PTEN-null	Phagocytosis inh	Measles CPE	MRP-1 activ	BB579 growth dn	E-sel TNF inh
COC(=O)c1ccc(C(=O)OC)c(NC(=O)CCC(=O)O)c1	-4	89	1	-9	97	0	16	0.0	-56	nt
CCOc1cc2c3c(c1)C1(Nc4ccccc4S1)C(=O)N3C(C)(C)CC2C (stereo unspecified)	-16	64	0	3	64	-1	8	0.2	-7	9
O=C(Nc1ccc2oc(-c3ccccc3F)nc2c1)c1ccc2c(c1)OCCO2	0	48	2	-18	29	nt	12	-1.7	-25	nt
CC(C)CCn1c(=O)c2ccccc2c2ccccc2c1=O	-27	92	3	-9	98	0	7	-2.0	-68	10
O=C(Cn1c(C2CC2)nc2ccccc2c1=O)Nc1ccc(Br)cc1	6	98	-1	-10	99	-1	2	0.8	-41	-12
CC1CC1C(=O)OCc1cc(=O)n2cc(Br)ccc2n1 (stereo unspecified)	2	99	-3	-5	102	-1	3	-0.1	-10	30
O=C(Nc1cc(C(F)(F)F)ccc1N1CCCCC1)c1ccc(Br)o1	13	58	0	-17	55	-6	1	-2.3	1	-16
COC(=O)Cc1c[nH]c2ccc(OCC(O)CNC(C)C)cc12 (stereo unspecified)	4	98	0	2	98	0	35	-1.7	-36	nt
COc1cccc(/C=C(/CC(=O)Nc2ccc(N3CCOCC3)cc2)c2nc3ccccc3s2)c1	1	79	3	-2	74	-6	8	-2.8	-39	nt
CCOC(=O)c1cnc(SCC(=O)N2CCN(C(=O)c3ccco3)CC2)nc1N	-1	104	1	-10	101	nt	9	-0.7	-29	nt
Cc1ccc(C)c(S(=O)(=O)N2CCN(CC(=O)N3CCc4ccccc4C3)CC2)c1	6	99	4	-9	84	0	12	-1.2	-7	-8
CC(C)c1ccc(OCc2ccc(C(=O)N3CCN(c4ccccn4)CC3)cc2)cc1	-8	64	0	-12	59	0	3	0.6	-44	-26

The list continues.
mol	GALR2 antag	bCat KO growth	NPY Y2 blocker	Yeast life ext	HCT116 PTEN-null	Phagocytosis inh	Measles CPE	MRP-1 activ	BB579 growth dn	E-sel TNF inh
Cc1ccccc1-c1nnc(SCc2ccccc2)o1	-8	74	12	-36	80	2	6	-2.5	-17	36
CCC(C)[C@H](NC(=O)Nc1ccc2c(c1)OCCO2)C(=O)O (stereo partly specified)	-1	92	4	-5	91	-2	13	-0.5	-28	nt
O=C(OCn1nnc2ccccc2c1=O)c1ccc2c(=O)n3c(nc2c1)CCC3	0	94	-1	-7	91	nt	nt	0.2	-32	-18
FC(F)(F)c1nnc(-c2ccccc2)nc1N1CCOCC1	-5	99	5	-5	104	1	1	-2.0	-26	nt
Cc1cc(C)n(CC(=O)NC2CCCCC2)n1	-11	96	0	-13	91	-2	18	-1.2	-8	-7
COc1ccc(CN(C2CCCC2)S(=O)(=O)c2ccc(-n3cnnn3)cc2)cc1OC	3	78	2	-2	71	nt	6	-1.3	-86	-2
Cc1cc(NS(=O)(=O)c2ccc(Nc3nc(-c4sc(N)nc4C)cs3)cc2)no1	12	99	-1	-18	99	-1	30	-0.8	-54	-17
Cc1ccccc1NC(=O)Cn1cnc2c1c(=O)n(C)c(=O)n2C	4	93	2	-25	99	nt	8	-3.1	-7	-23
COC(=O)c1ccccc1S(=O)(=O)Nc1ccc2cn[nH]c2c1	20	101	4	4	98	-2	7	-1.2	-42	1
COc1cc(C(=O)Nc2nc(-c3ccc(Cl)cc3)c(C)s2)ccc1OCC(=O)Nc1ccc(F)cc1	-3	33	2	-2	15	-7	4	-2.8	-24	nt
O=C(Oc1cccc(/C=N/Nc2nc(N3CCOCC3)nc(N3CCOCC3)n2)c1)c1ccco1	-15	91	5	-26	86	nt	4	-2.4	6	-62
O=C(NCCC1=CCCCC1)c1cnc2n(c1=O)CCS2	4	101	-2	nt	88	nt	7	-1.1	-33	-2

5 entries out of the list above, arranged by their value in GALR2 antag, smallest number first:
Compound | GALR2 antag
FC(F)(F)c1nnc(-c2ccccc2)nc1N1CCOCC1 | -5
COc1cc(C(=O)Nc2nc(-c3ccc(Cl)cc3)c(C)s2)ccc1OCC(=O)Nc1ccc(F)cc1 | -3
CCC(C)[C@H](NC(=O)Nc1ccc2c(c1)OCCO2)C(=O)O (stereo partly specified) | -1
O=C(OCn1nnc2ccccc2c1=O)c1ccc2c(=O)n3c(nc2c1)CCC3 | 0
COc1ccc(CN(C2CCCC2)S(=O)(=O)c2ccc(-n3cnnn3)cc2)cc1OC | 3

The results go on:
mol	GALR2 antag	bCat KO growth	NPY Y2 blocker	Yeast life ext	HCT116 PTEN-null	Phagocytosis inh	Measles CPE	MRP-1 activ	BB579 growth dn	E-sel TNF inh
O=C(O)CC1=C(O)C(=O)N(c2ccccc2)C1c1ccc(Cl)cc1 (stereo unspecified)	-4	106	3	-15	92	-2	12	-1.6	12	-5
Clc1ccc(Oc2cnc3ccccc3n2)cc1	0	91	-1	-9	88	nt	5	-2.6	-35	19
Cc1cc(C(=O)OCC(=O)NCCCN2CCCC2=O)c2ccccc2n1	11	103	1	-1	nt	nt	10	-0.4	-46	nt
O=C(COc1ccc(Cl)cc1Cl)Nc1c(-c2cccs2)nc2ccccn12	1	89	12	-1	81	-9	3	-0.1	3	nt
COc1cccc(CN(Cc2cccnc2)S(=O)(=O)c2ccc(-n3cnnn3)c(C)c2)c1	15	93	1	3	88	0	8	-4.7	-26	21
O=C(Cn1cncc1-c1ccc([N+](=O)[O-])cc1)Nc1cccc2ccccc12	10	87	2	-5	88	nt	5	0.9	-14	nt
CCOc1ccc(N(CC(=O)NC2CCCCC2)C(=O)CSc2nnc(COc3ccccc3)o2)cc1	-4	64	-2	nt	70	nt	17	-1.1	-66	21
O=C(CNC(=O)c1ccco1)OCC(=O)c1ccc2ccccc2c1	-8	93	2	-17	96	-2	4	-1.9	-29	11
CCCc1cc(Nc2cccc(OCC)c2)n2ncnc2n1	3	84	3	-9	75	2	6	-1.7	-19	nt
Cc1ccc(S(=O)(=O)N(C)c2ccc(C(=O)N3CCN(Cc4ccc5c(c4)OCO5)CC3)cc2)cc1	6	14	-4	-3	18	0	0	-4.5	-21	20
CCN=c1scc(C)n1/N=C/c1ccsc1	-20	84	3	-7	92	nt	20	-4.0	-28	nt
Cc1cc(C(=O)Nc2ccccc2N2CCOCC2)ccc1[N+](=O)[O-]	-8	91	4	-1	79	-3	6	-3.9	-18	nt

(more compounds)
mol	GALR2 antag	bCat KO growth	NPY Y2 blocker	Yeast life ext	HCT116 PTEN-null	Phagocytosis inh	Measles CPE	MRP-1 activ	BB579 growth dn	E-sel TNF inh
O=C(NCc1ccccc1)C12CN(Cc3ccccc3)CC1C(c1ccc([N+](=O)[O-])cc1)=NO2 (stereo unspecified)	-18	74	3	-6	72	1	13	-4.2	-43	-27
N/C(=N\c1nc2c(c(=O)[nH]1)CCC2)Nc1cccc2ccccc12	0	44	-2	-2	44	nt	19	-3.5	-27	2
O=C(CSc1nnnn1-c1ccc2c(c1)CCC2)Nc1ccc2c(c1)OCCO2	-10	105	10	-8	89	0	31	-2.0	-36	nt
NC(=O)CSCc1ccc(Br)cc1	0	96	2	-16	94	-3	2	1.4	-24	-1
CCOc1ccc(-c2c(C(=O)N/N=C/c3ccc(OC(C)C)cc3)nnn2-c2nonc2N)cc1	-7	78	3	0	80	-2	20	1.4	-24	-28
CNC(=S)N(CCc1c(C)[nH]c2ccc(C)cc12)Cc1ccco1	6	62	-1	-2	53	nt	21	-2.9	-13	0
O=S(=O)(c1ccc(Br)cc1)N1CCN(c2cc(-c3ccccc3)nc3ncnn23)CC1	10	66	11	-7	70	-2	16	-5.1	-20	-25
CCn1c(=O)cc(SCC(=O)N2CCN(C3CCCCC3)CC2)c2ccccc21	-15	65	1	-12	59	-1	11	-4.0	-16	67*
CCC(=O)N(Cc1c(C)nn(-c2ccccc2)c1Cl)c1ccc(Cl)cc1	-2	63	19*	6	59	-6	11	-1.7	-51	nt

Molecules shown so far that contain a thiophene ring, fused or not (two):
mol	GALR2 antag	bCat KO growth	NPY Y2 blocker	Yeast life ext	HCT116 PTEN-null	Phagocytosis inh	Measles CPE	MRP-1 activ	BB579 growth dn	E-sel TNF inh
O=C(COc1ccc(Cl)cc1Cl)Nc1c(-c2cccs2)nc2ccccn12	1	89	12	-1	81	-9	3	-0.1	3	nt
CCN=c1scc(C)n1/N=C/c1ccsc1	-20	84	3	-7	92	nt	20	-4.0	-28	nt

Screening data as filed in PubChem BioAssay.
